ABHD4 inh – inhibitors of mouse ABHD4; AID 720543; purified mABHD4, FP-Rh probe fluorescence polarization; 0.54% of 370,000 active; inhibition, % at 8.92 µM;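 active = inhibition exceeding the mean over every tested compound plus 3 SD, cut at about 30% in these data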;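 note: 0% = plate median of compound wells and 100% = S159A mutant with DMSO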
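assay system = mABHD4 protein | compound dosing = single nominal dose of 8.92 µM, 0.89% DMSO final | read-out basis = percent inhibition of probe binding, normalized to plate controls | schedule = Enzyme–compound pre-incubation 45 min, then probe 60 min, both 25 °C | detection = fluorescence polarization, excitation 525 nm, emission 598 nm, BODIPY TMR filters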
HTRA1 inh – inhibitors of human serine peptidase HTRA1. inhibition, % at 5.96 µM. Q92743. recombinant HTRA1, FP-rhodamine activity-based probe, fluorescence polarization. 0.5% of 340,000 active. AID 504803; in the data active = inhibition above about 36%;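 note: 0% = enzyme with DMSO and 100% = wells lacking enzyme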
TCR-CD3 inh – human TCR-CD3 binding inhibition. AID 651800. 0.37% of 360,000 active. inhibition, % at 9.4 µM. TAMRA-labeled TCR probe fluorescence, biochemical; in the data active = inhibition above about 19%;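 note: recombinant mutant TCR 2C K166C tagged with TAMRA read by polarization; 0% = receptor in buffer alone and 100% = receptor with positive control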
Tn7 DDE FP – disrupts Tn7 cyclic peptide binding to fibrin D-Dimer-E complex. P02675. FP displacement of FITC-Tn7 peptide from fibrin DD(E); 0% = median of compound wells per plate. inhibition, % at 8.3 µM. 0.13% of 370,000 active;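 active = inhibition above the mean of compounds falling within the control limits plus 3 SD of them, cut at about 14% in these data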;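 note: 0% = plate median of compound wells and 100% = 10 µM Aha-Tn7 peptide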
Target sequence (P02675 whole entry, looked up): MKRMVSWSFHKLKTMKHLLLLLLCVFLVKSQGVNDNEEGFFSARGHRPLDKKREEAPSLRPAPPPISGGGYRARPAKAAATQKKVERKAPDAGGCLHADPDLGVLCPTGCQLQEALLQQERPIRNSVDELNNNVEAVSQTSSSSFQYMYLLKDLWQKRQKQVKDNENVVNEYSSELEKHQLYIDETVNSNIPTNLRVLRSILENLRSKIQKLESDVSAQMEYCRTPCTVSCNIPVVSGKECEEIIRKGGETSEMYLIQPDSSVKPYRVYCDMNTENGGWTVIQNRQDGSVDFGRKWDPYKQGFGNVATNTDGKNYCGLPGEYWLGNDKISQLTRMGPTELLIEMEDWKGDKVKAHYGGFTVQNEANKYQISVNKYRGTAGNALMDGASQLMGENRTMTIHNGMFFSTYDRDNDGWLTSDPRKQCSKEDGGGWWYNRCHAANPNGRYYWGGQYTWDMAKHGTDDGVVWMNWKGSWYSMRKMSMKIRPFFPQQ
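System: human fibrin DD(E); quantity: Fibrin-DD(E) at 2 µM final; also added: fluorescent Tn7 probe at 0.1 µM; compound dosing: single nominal test concentration of 8.3 µM per compound; schedule: 10 min preincubation, 3 h with tracer, room temperature; detection: fluorescence polarization of the labelled Tn7 tracer; repeats: one replicate per compound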
LEDGF integ inh – blocks HIV-1 LEDGF/p75-dependent DNA integration | TR-FRET IN-LEDGF/p75 DNA integration, Eu/Cy5 | inhibition, % at 3.7 µM | 0.64% of 370,000 active;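 active = inhibition above the screen-wide mean plus 3 SD, cut at about 13% in these data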;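 note: signal is the Cy5 over europium emission ratio at 671 and 618 nm; 0% = plate median of compound wells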
TDP2 absorb – TDP2 (human) inhibition, absorbance primary screen. inhibition, % at 12.8 µM. AID 720702. O95551. 0.34% of 370,000 active. recombinant TDP2, T5PNP hydrolysis, p-nitrophenol absorbance 415 nm;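 active = inhibition above the mean of all tested compounds plus 3 SD, set per campaign, cut at about 25% in these data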;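 note: 0% = DMSO with enzyme and 100% = buffer with substrate but no TDP2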
Target sequence (O95551 whole entry, looked up): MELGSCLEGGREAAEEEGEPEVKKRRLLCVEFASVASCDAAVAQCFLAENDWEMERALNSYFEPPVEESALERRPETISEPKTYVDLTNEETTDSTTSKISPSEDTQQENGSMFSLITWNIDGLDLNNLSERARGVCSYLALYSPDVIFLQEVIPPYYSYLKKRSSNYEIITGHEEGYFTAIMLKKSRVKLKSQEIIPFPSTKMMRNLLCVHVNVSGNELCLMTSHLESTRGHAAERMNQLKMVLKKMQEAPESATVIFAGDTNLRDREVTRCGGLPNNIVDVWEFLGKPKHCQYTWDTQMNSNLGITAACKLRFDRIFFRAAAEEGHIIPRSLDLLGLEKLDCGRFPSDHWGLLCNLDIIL
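Incubation: 2 h at 37 °C; Test system: recombinant human TDP2; Quantity: enzyme 120 nM; Read-out basis: percent inhibition; Medium: 50 mM Tris-HCl pH 7.5 with Mg2+, KCl, DTT, BSA; Repeats: single replicate; Compound: 12.8 µM single point, 1% DMSO; Signal: epi absorbance; Reagent: 5 mM T5PNP chromogenic substrate; Benchmarks: no-enzyme high, DMSO-plus-enzyme low.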
PG9 binder – small molecules binding HIV-1 gp120 antibody PG9 | 0.43% of 360,000 active | TR-FRET gp120-PG9 antibody binding | inhibition, % at 6.7 µM | AID 624416; in the data active = inhibition above about 8.5%
UHRF1 binding – UHRF1 methyl-DNA binding inhibition | 0.75% of 370,000 active | UHRF1 binding to methylated oligo, TR-FRET | inhibition, % at 4.4 µM; in the data active = inhibition above about 21%;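 note: UHRF1 SRA domain binding a hemimethylated CpG hairpin DNA probe; 0% = median of test compound wells and 100% = reference inhibitor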
SIAE inh – inhibitors of human sialic acid acetylesterase SIAE. AID 1053197. SIAE FP-Rh probe binding, fluorescence polarization. inhibition, % at 9.66 µM. 0.69% of 370,000 active;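 active = inhibition above a cutoff: mean of compounds within the control limits plus 3 SD of those, cut at about 17% in these data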;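 note: 0% = plate median of compound wells and 100% = probe without SIAE protein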
PRMT1 FP inh – blocks human protein arginine methyltransferase 1. Q99873. recombinant PRMT1, activity-based probe fluorescence polarization. inhibition, % at 2.79 µM. 1.3% of 370,000 active. AID 652257;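 active = inhibition above about 21% made by adding two undisclosed values, limit read from the data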
Numbers without * were called inactive; . = not tested or not shown.

Results follow in this order: ABHD4 inh	HTRA1 inh	TCR-CD3 inh	Tn7 DDE FP	LEDGF integ inh	TDP2 absorb	PG9 binder	UHRF1 binding	SIAE inh	PRMT1 FP inh
1) Cc1cc(NS(=O)(=O)c2ccc(NC(=S)NC(=O)c3ccc(Br)cc3)cc2)no1
 : -6	-13	-2	9	-4	9	-1.7	2	-4	-1
2) CCOC(=O)N1CCC(NC(=O)c2ccc(CS(=O)c3cccc(C)c3)o2)CC1 (stereo not given)
 : -5	-2	-3	7	-1	-1	1.8	1	5	4
3) Cc1cccc(-n2cc[nH]c2=S)c1C
 : -3	3	10	-7	0	-3	-1.6	-4	8	2
4) O=C(N/N=C/c1cccc(C(F)(F)F)c1)c1cc2c(s1)-c1ccccc1CC2
 : -2	1	3	0	-2	-1	-2.0	-2	-13	-1
5) CC(=O)c1c(O)cc(=O)oc1-c1ccc(C)cc1
 : -12	-7	-10	-3	8	-14	-1.4	4	-13	0
6) O=C(CSc1n[nH]c(=O)n1C1CC1)Nc1ccccc1
 : -3	5	-4	4	2	11	-0.7	-1	3	0
7) O=C1c2ccccc2S(=O)(=O)N1CC1CC(c2ccc(Cl)cc2)=NO1 (stereo not given)
 : -1	-12	0	6	0	13	0.2	0	-3	2
8) CSc1ccc(CN(C)CC(=O)NC(=O)NCCC2=CCCCC2)cc1
 : -8	-16	1	8	1	-5	0.4	-3	-3	-2
9) O=C(Nc1ccc(S(=O)(=O)N2CCCCC2)cc1)c1ccccc1Cl
 : -2	-13	5	2	4	13	0.4	-1	-3	-3
10) Cc1ccc(CNS(=O)(=O)c2c(C)[nH]c(=O)[nH]c2=O)cc1
 : -2	10	2	4	0	1	1.3	0	-3	-3
11) CC(NC(=O)CN(C)CC(=O)Nc1cccc(F)c1)c1ccccc1 (stereo not given)
 : -2	9	3	-3	2	4	-1.3	0	-1	0
12) O=C(CCN1CCN(c2ccc(Cl)cc2)CC1)Nc1ccccc1F
 : -4	2	0	0	-1	-2	0.6	-2	2	1
13) CSCCC(NS(=O)(=O)Cc1ccccc1)C(=O)NNc1ccccc1 (stereo not given)
 : 7	.	3	3	0	6	-1.5	3	2	1
14) O=C(NCCO[N+](=O)[O-])c1cccnc1
 : 8	0	7	-2	-2	-9	0.3	2	5	-2
15) O=C(Nc1cc(S(=O)(=O)N2CCOCC2)ccc1-n1cncn1)c1ccc(Cl)cc1
 : 0	-2	7	-1	1	8	1.0	-2	-3	-4
16) CN(C)c1ccc(NC2=C(Cl)C(=O)c3ccccc3C2=O)cc1
 : 43*	63*	-3	-1	6	22	-14	-1	10	10
17) COc1ccc(NC(=O)c2c(Nc3ccccc3)sc(C(=O)c3ccc(F)cc3)c2N)cc1
 : 7	-1	-1	7	1	3	-1.5	-5	9	2
18) Cc1ccc(-c2nnc(SCC(=O)N3CC(C)CC(C)C3)o2)cc1C (stereo not given)
 : 1	-29	-8	1	0	-2	-2.0	-2	-4	3
19) COc1cccc(NC(=O)CN(C)C(=O)c2ccccc2OCc2c(C)noc2C)c1
 : -7	-2	-6	6	-3	-9	0.9	5	-1	5
20) COc1cc(-c2nc3cnccn3c2Nc2c(C)cccc2C)ccc1O
 : 7	0	0	-1	-2	8	-0.9	-8	5	2
21) COc1ccc(N2CCN(C(=O)[C@H](Cc3c[nH]c4ccccc34)NC(C)=O)CC2)cc1
 : -4	2	6	0	-6	4	-1.1	-2	3	-2
22) CCCC(=O)N1CCC1(C)C(=O)Nc1ccc2c(c1)OCCO2 (stereo not given)
 : 1	.	-6	-6	3	-7	2.1	4	0	-3
23) CC(C)c1ccc(-c2nnn(Cc3nc4ccccc4s3)n2)cc1
 : -1	-2	-3	-1	1	1	2.1	1	0	2
24) CC(C)(C)OC(=O)NCc1ccc(CNC(=O)c2nc[nH]c2C(=O)NCc2ccc(CNC(=O)OC(C)(C)C)cc2)cc1
 : -61	-43	4	-1	0	1	-0.2	-2	-47	-2
25) CSc1nsc(SCC(=O)Nc2ccccc2F)n1
 : 0	3	11	-2	0	10	-1.4	0	6	2
26) C#CCN(C[C@@H]1[C@@H](OC(=O)NCc2ccco2)[C@@H](OC(=O)NCc2ccco2)Cn2c(=O)n(CCCCCC)c(=O)n21)S(=O)(=O)c1ccc(C)cc1
 : -14	-21	2	3	0	10	0.8	3	-10	2
27) CCN1CCN(CCNC(=O)c2cn(Cc3ccccc3F)nn2)CC1
 : 1	9	-3	6	-1	-2	1.2	9	3	0
28) CC1CCC(NC(=O)c2cccc(S(=O)(=O)N3CCOCC3)c2)CC1 (stereo not given)
 : -2	-2	1	7	-1	-1	-0.7	1	5	-3
29) O=S(=O)(Nc1nc2ccccc2nc1Cl)c1ccccc1
 : -1	7	4	6	-1	9	5.8	1	-6	0
30) Cc1nc(N2CCOCC2)nc(N2CCCC2)c1[N+](=O)[O-]
 : 4	-1	3	2	-2	4	-0.8	-2	0	-1
31) Cc1ccccc1NC(=O)N1CCC(NC(=O)C2CCCCC2)CC1
 : 10	0	0	-6	1	13	-2.4	19	-4	0
32) O=C(Nc1cccc(F)c1)OCCN1CCCC12CCC(c1ccccc1)CC2 (stereo not given)
 : -1	.	.	-5	-1	1	.	-1	-3	1
33) Cc1ccc(-c2nn3c(-c4ccco4)nnc3c3ccccc23)cc1S(=O)(=O)NCC1CCCO1 (stereo not given)
 : -4	3	-7	2	0	-5	1.9	0	0	2
34) CCOC(=O)c1c(NC(=O)CN2CCN(C(=O)C3CCCO3)CC2)sc(C)c1C (stereo not given)
 : -6	-3	-9	3	4	-13	0.4	-1	-7	-5
35) CCN(CC)S(=O)(=O)c1ccc(N/N=C/c2cc(OC)c(OC)cc2OC)nc1
 : 3	6	13	4	-2	-9	-1.9	0	3	-3
36) Cc1cc2nc(SCCOC(=O)Nc3ccc(Cl)cc3)nc(C)c2cc1C
 : -1	0	-3	-2	-1	2	-0.2	0	-9	2
37) O=C(CCNC(=O)N1CC(=O)Nc2ccccc21)Nc1ccc(Br)cc1F
 : 5	4	2	-3	-3	10	-1.5	-1	1	2
38) Cc1nc2c(C(=O)NCc3ccco3)cnn2c(C)c1Cc1ccc(F)cc1Cl
 : 9	-17	1	3	-3	1	4.1	1	4	3
39) CCc1noc(C)c1C(=O)OCC(=O)c1ccc(NC(C)=O)cc1F
 : -7	-4	1	-2	6	-1	-2.4	0	-1	-2
40) C[C@H](NC(=O)c1[nH]cnc1C(=O)Nc1ccccc1)C(=O)OC(C)(C)C
 : -11	-12	2	-5	0	4	-2.4	0	3	1
41) CCOc1ccc(C(=O)NCC(=O)NC(C)c2ccc(-n3ccnc3)cc2)cc1OCC (stereo not given)
 : -5	2	-9	-6	-1	-9	0.5	4	2	-2
42) NC(=O)c1sc2nc3c(c(-c4cccnc4)c2c1N)CCC3
 : 5	-1	2	-4	2	-8	-1.1	-4	2	16
43) COc1ccc(CN2C(=O)c3ccccc3C2c2nnnn2C(C)C)cc1OC (stereo not given)
 : -2	.	11	-3	1	-11	0.0	-1	3	-7
44) Cc1cc(C)c(S(=O)(=O)c2ccccc2Cl)c(=O)[nH]1
 : 0	5	1	-4	5	3	0.9	-3	1	-1
45) COc1ccc(CCNC(=O)c2cnc(Cl)c(Cl)c2)cc1
 : 0	-9	6	5	2	-7	0.7	1	-8	-1

Quoted from the entries so far for reference:
Results follow in this order: ABHD4 inh	HTRA1 inh	TCR-CD3 inh	Tn7 DDE FP	LEDGF integ inh	TDP2 absorb	PG9 binder	UHRF1 binding	SIAE inh	PRMT1 FP inh
31) Cc1ccccc1NC(=O)N1CCC(NC(=O)C2CCCCC2)CC1
 : 10	0	0	-6	1	13	-2.4	19	-4	0
32) O=C(Nc1cccc(F)c1)OCCN1CCCC12CCC(c1ccccc1)CC2 (stereo not given)
 : -1	.	.	-5	-1	1	.	-1	-3	1

Further structures:
Results follow in this order: ABHD4 inh	HTRA1 inh	TCR-CD3 inh	Tn7 DDE FP	LEDGF integ inh	TDP2 absorb	PG9 binder	UHRF1 binding	SIAE inh	PRMT1 FP inh
46) C=CCn1c(C)cc(C(=O)CN2C(=O)NC3(CCCc4ccccc43)C2=O)c1C (stereo not given)
 : 3	-7	8	-4	0	-11	0.2	0	1	-1
47) Cc1ccccc1C(=O)NNC(=O)CN1C(=O)c2ccccc2C1=O
 : -5	-1	-6	2	1	-2	2.1	13	-1	2
48) COc1nc(OC)nc(N(C)CCO)n1
 : 4	5	5	2	2	2	-1.5	-3	-5	-1
49) CN(C)CC1CCCCC1OC(=O)c1ccc(S(=O)(=O)N(C)c2ccccc2)cc1 (stereo not given)
 : 3	6	-8	-2	-4	0	-1.0	1	-1	0
50) CCOc1ccc2c(c1)C(N(CCN1CCOCC1)C(=O)Nc1ccccc1)CC(C)(C)O2 (stereo not given)
 : 6	-8	-4	5	0	-3	-0.1	3	5	4
51) Cc1nc2ccc(NC(=O)C3CCN(S(=O)(=O)c4cccs4)CC3)cc2s1
 : -4	-5	-1	-2	2	-4	-2.0	2	-4	-1
52) O=C(COc1ccc(Cl)cc1Cl)Nc1ccccn1
 : -4	-7	3	3	-4	-9	-0.1	-1	2	-4
53) COCCNC(=O)CN(Cc1ccccc1)C(=O)CCC(=O)Nc1nccs1
 : 2	13	1	9	2	-3	-1.1	0	1	-1
54) COc1cc2c(cc1NC(=O)c1ccccc1-c1ccccc1C(=O)O)-c1ccccc1C2
 : 7	-2	-5	-1	1	5	-1.6	0	-4	-3

Screening results deposited in PubChem by The Scripps Research Institute Molecular Screening Center.

Compounds were not picked by outcome. About 4.2% of those tested had a hit in this group.
